UCHL1 inh – blocks human UCHL1 ubiquitin-rhodamine cleavage | P09936 | purified UCHL1, Ub-rhodamine cleavage fluorescence | inhibition, % at 20 µM | actives 0.2% (n = 47,000)
USP8 inh – human USP8 deubiquitinase inhibition; P40818; purified USP8, Ub-rhodamine cleavage fluorescence, 30 min; inhibition, % at 20 µM; actives 4.2% (n = 47,000)
OTUD3 block – blocks human OTUD3 ubiquitin-rhodamine cleavage; inhibition, % at 25 µM; Q5T2D3; actives 0.7% (n = 47,000); purified OTUD3, Ub-rhodamine fluorescence, 2 h
USP10 block – human USP10 deubiquitinase inhibition; Q14694; inhibition, % at 20 µM; purified USP10, Ub-rhodamine fluorescence, 60 min; actives 1.1% (n = 47,000)
USP28 block – blocks human USP28 ubiquitin-rhodamine cleavage; purified USP28, Ub-rhodamine cleavage fluorescence, 30 min; AID 1645857; Q96RU2; actives 3% (n = 47,000); inhibition, % at 25 µM
Target sequence (Q96RU2 whole entry, looked up): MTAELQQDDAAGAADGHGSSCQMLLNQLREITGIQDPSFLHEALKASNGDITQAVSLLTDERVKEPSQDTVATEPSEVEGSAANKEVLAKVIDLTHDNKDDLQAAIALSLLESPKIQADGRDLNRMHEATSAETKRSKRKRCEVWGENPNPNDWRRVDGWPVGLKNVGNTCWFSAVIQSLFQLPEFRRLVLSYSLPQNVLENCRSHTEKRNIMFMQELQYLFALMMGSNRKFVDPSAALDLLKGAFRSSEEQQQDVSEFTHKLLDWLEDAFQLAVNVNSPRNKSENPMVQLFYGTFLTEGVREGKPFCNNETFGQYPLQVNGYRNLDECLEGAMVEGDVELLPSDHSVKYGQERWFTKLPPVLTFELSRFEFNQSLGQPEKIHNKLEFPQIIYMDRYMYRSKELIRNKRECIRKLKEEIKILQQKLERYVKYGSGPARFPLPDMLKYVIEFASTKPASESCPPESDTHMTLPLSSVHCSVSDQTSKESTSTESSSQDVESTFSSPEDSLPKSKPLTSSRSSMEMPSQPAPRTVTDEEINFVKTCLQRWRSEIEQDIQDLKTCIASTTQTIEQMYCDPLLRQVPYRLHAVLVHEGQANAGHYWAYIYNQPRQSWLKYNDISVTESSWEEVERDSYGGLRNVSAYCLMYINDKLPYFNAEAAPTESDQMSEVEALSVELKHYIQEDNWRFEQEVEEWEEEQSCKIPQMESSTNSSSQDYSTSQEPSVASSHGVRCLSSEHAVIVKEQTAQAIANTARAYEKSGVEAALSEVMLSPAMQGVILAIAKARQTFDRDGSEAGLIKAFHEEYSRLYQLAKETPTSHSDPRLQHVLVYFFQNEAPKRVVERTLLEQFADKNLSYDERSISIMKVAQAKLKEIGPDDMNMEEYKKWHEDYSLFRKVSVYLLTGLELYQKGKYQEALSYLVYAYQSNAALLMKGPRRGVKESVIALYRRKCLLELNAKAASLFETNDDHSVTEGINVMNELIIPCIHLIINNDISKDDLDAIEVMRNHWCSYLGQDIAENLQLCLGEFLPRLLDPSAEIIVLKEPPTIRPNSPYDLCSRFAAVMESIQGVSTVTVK
USP7 block – inhibitors of human USP7 deubiquitinase; purified USP7, Ub-rhodamine cleavage fluorescence; inhibition, % at 20 µM; actives 0.3% (n = 47,000)
USP17 inh – inhibitors of human USP17 deubiquitinase; inhibition, % at 50 µM; actives 6.5% (n = 47,000); purified USP17, Ub-rhodamine cleavage fluorescence, 3 h; A8MUK1
USP30 block – blocks human USP30 ubiquitin-rhodamine cleavage. purified USP30, Ub-rhodamine cleavage fluorescence. AID 1645860. inhibition, % at 25 µM. Q70CQ3. actives 5.3% (n = 47,000)
Numbers without * were called inactive; i = inactive; . = no result given. No stated cut-off is given here; in the data, active means inhibition above about 30%; inactive means the rest.

SMILES,UCHL1 inh,USP8 inh,OTUD3 block,USP10 block,USP28 block,USP7 block,USP17 inh,USP30 block
COc1cc(C(=O)N2C[C@@H](O)[C@H](N3CCCC3)C2)nc(OC)n1,0,-1,1,1,0,2,2,-4
O=C(Nc1cc(=O)[nH]c2nc(Cc3ccccc3)nn12)c1ccco1,-7,48*,-40,-3,-70,-5,-125,-242
O=C(O)c1cccc(NC(=O)c2ccc(=O)n(Cc3ccccc3)n2)c1,0,-6,4,-4,.,-2,1,.
O=C1NCc2ccccc2CC12CCCN2Cc1cccc(O)c1 (centres undefined),1,-2,2,0,.,3,-4,.
Cc1cc(C2CCCN2C(=O)c2cc(-c3cccc(Cl)c3)on2)no1 (centres undefined),6,0,10,0,21,-6,23,24
COc1ccc(S(=O)(=O)N2Cc3ccccc3N(C)C(C)C2)cc1OC (centres undefined),3,10,-1,1,-111,3,2,-2
CC1CCc2c(cnc3c(C(=O)NCCC4=CCCCC4)cnn23)C1 (centres undefined),3,24,-2,1,9,-5,15,3
O=C(NC1CCCC1)c1cn(-c2ccc(NC(=O)C3CC3)cn2)cn1,2,9,4,1,-6,5,9,2
Cc1ccc(NC(=O)N2CCc3[nH]cnc3C2c2ccncc2)cc1C (centres undefined),0,4,-3,1,3,-1,0,7
CC1CCN(S(=O)(=O)c2c[nH]c(-c3nnc(C(=O)N4CCCC4)o3)c2)CC1,3,30,16,9,19,7,28,47*

The listing continues:
SMILES,UCHL1 inh,USP8 inh,OTUD3 block,USP10 block,USP28 block,USP7 block,USP17 inh,USP30 block
COc1ccc(C(=O)Nc2ccccc2C(=O)NCc2ccccc2)cc1,3,16,22,7,23,5,16,92*
Cc1ccc(S(=O)(=O)Nc2ccc(F)cc2)cc1C(=O)N1CCCCCC1,0,-72,-9,1,2,2,-7,-6
COc1ccccc1NC(=O)C1CCCN(S(=O)(=O)N2CCC(C)CC2)C1 (centres undefined),0,6,3,2,-2,-3,3,0
O=C(NC1CCCCC1)C1CCN(c2ccc(N3CCCCC3)nn2)CC1,2,0,3,2,1,2,0,9
CC(=O)Nc1ccc(OCC(=O)N2CCN(c3cccc(Cl)c3)CC2)nc1,-5,-15,-11,-9,-16,-7,-26,-49
N#Cc1cccc(NC(=O)COC(=O)c2n[nH]c3ccccc23)c1,4,28,-34,31*,8,17,47*,-120
Cc1ccc(S(=O)(=O)Nc2ccc(Cl)cc2)cc1NC(=O)CC(=O)c1ccccc1,3,51*,-9,27,7,-5,38*,-2
CCOC(=O)C1CCN(C(=O)c2ccc(CNS(=O)(=O)c3ccc(Cl)cc3)cc2)CC1,3,9,11,0,11,2,17,32*
Cc1ccc(Cn2c(C(=O)O)c(CNC3CCCC3)c3ccccc32)cc1,-5,-14,19,-4,-2,-100,-16,5
O=C(CSc1ncnc2c1nnn2Cc1ccccc1)Nc1ccc2c(c1)OCCO2,-163,-133,-186,-10,-189,-143,-123,i

Next part
SMILES,UCHL1 inh,USP8 inh,OTUD3 block,USP10 block,USP28 block,USP7 block,USP17 inh,USP30 block
Cc1cc(C(=O)N2CCCC2c2ccc3c(c2)OCCCO3)c2c(C)noc2n1 (centres undefined),-2,5,6,-3,1,-1,5,1
Cc1nnsc1S(=O)c1ccccc1Cl (centres undefined),0,-18,1,0,-7,1,-7,0
O=C(Cn1c(COc2ccccc2)nc2ccccc21)Nc1cc(Cl)cc(Cl)c1,8,73*,8,16,12,21,16,31*
COc1ccc(-c2c(C(F)(F)F)oc3c(CN(C)C)c(O)ccc3c2=O)cc1OC,0,7,-4,1,-10,-12,-2,-7
Cc1ccccc1S(=O)(=O)c1c(C(=O)N2CCCCC2)cnc2ccc(F)cc12,1,-28,3,-4,-9,-12,-3,0
O=C(C1CN(C(=O)c2ccc(F)cc2F)c2ccccc2O1)N1CCOCC1 (centres undefined),-8,-4,-24,-9,-43,-7,-36,-74
Cc1cccc(OCC(=O)Nc2ccc3nc(C)sc3c2)c1,-4,-15,-37,-7,-27,1,-37,-342
O=C(OCc1c(F)cccc1Cl)c1c2c(nc3ccccc13)CCC2,13,28,25,16,34*,11,44*,25
O=C1COc2ccc(-c3cc4n(c3)CCc3cc5c(cc3-4)OCO5)cc2N1,-1,43*,-1,-4,8,-7,18,-47
COCCN1C(=O)c2ccccc2C(C(=O)Nc2ccccc2)C12CCCC2 (centres undefined),-2,5,14,-2,3,-5,13,12

Among those listed so far, these contain a Cl atom.
SMILES,UCHL1 inh,USP8 inh,OTUD3 block,USP10 block,USP28 block,USP7 block,USP17 inh,USP30 block
Cc1cc(C2CCCN2C(=O)c2cc(-c3cccc(Cl)c3)on2)no1 (centres undefined),6,0,10,0,21,-6,23,24
CC(=O)Nc1ccc(OCC(=O)N2CCN(c3cccc(Cl)c3)CC2)nc1,-5,-15,-11,-9,-16,-7,-26,-49
Cc1ccc(S(=O)(=O)Nc2ccc(Cl)cc2)cc1NC(=O)CC(=O)c1ccccc1,3,51*,-9,27,7,-5,38*,-2
CCOC(=O)C1CCN(C(=O)c2ccc(CNS(=O)(=O)c3ccc(Cl)cc3)cc2)CC1,3,9,11,0,11,2,17,32*
Cc1nnsc1S(=O)c1ccccc1Cl (centres undefined),0,-18,1,0,-7,1,-7,0
O=C(Cn1c(COc2ccccc2)nc2ccccc21)Nc1cc(Cl)cc(Cl)c1,8,73*,8,16,12,21,16,31*
O=C(OCc1c(F)cccc1Cl)c1c2c(nc3ccccc13)CCC2,13,28,25,16,34*,11,44*,25

Following part
SMILES,UCHL1 inh,USP8 inh,OTUD3 block,USP10 block,USP28 block,USP7 block,USP17 inh,USP30 block
CC(=O)N1CCc2cc(S(=O)(=O)N(CCc3ccccc3)Cc3ccccc3)ccc21,-7,-3,0,-1,-3,-2,4,0
CC(C)NC(=O)CN1C(c2ccccc2)=CC(c2ccccc2)n2nnnc21 (centres undefined),-1,-7,-3,0,-1,-5,-7,0
COC(=O)Nc1cccn(Cc2c(Cl)cccc2Cl)c1=O,22,93*,81*,50*,88*,-13,88*,52*
Cc1cccc(N2CCn3c2nc2c3c(=O)n(CCN3CCCCC3)c(=O)n2C)c1C,-4,-2,-2,-1,-2,2,3,1
COc1ccc2c(C)c(CC(=O)N3CC[C@@]4(O)CCCC[C@H]4C3)c(=O)oc2c1C,-5,-8,3,0,-2,-8,0,-6
Cc1ccccc1NC(=O)CCC1CCCN(c2cc(NC3CC3)ncn2)C1 (centres undefined),-5,-107,-8,-6,-12,-27,-14,-35
O=c1oc2cccnc2n1Cc1ccccc1F,4,21,5,0,8,1,13,14
O=C(Nc1c(O)c2ccccc2oc1=O)c1ccccc1F,4,2,18,4,-5,6,16,28
O=C(OCCOc1ccccc1)c1ccc(-c2ccccc2)cc1,4,9,17,11,5,13,11,21
Cc1ccccc1CN1CC(=O)N(Cc2ccccc2)c2ccccc2S1(=O)=O,5,2,17,5,9,12,-1,12

Next section.
SMILES,UCHL1 inh,USP8 inh,OTUD3 block,USP10 block,USP28 block,USP7 block,USP17 inh,USP30 block
Cc1ccc(Cn2nnc3c(=O)[nH]c(C4CCN(C(=O)C5CCC5)CC4)nc32)cc1,0,-15,0,7,-2,-15,0,16
COc1ccccc1CNC(=O)Cn1cnc(S(=O)(=O)N2CCCC2)c1,-1,7,1,2,5,1,6,0
CCOC(=O)c1ccc(N2C(=O)c3n[nH]c(C)c3C2c2ccc(Cl)cc2)cc1 (centres undefined),-3,7,-28,-2,-22,-2,17,-111
C/C(=C\C(=O)C[C@]12C(=O)O[C@]3(C)CC[C@H]1C[C@H]23)C(N)=O,-13,-84,-32,-3,-21,-17,-33,-176
Cc1ccccc1CC(=O)NCC(=O)Nc1nc2ccccc2[nH]1,4,7,22,2,27,3,44*,32*
O=S(=O)(Nc1cc(-c2ccncc2)no1)c1ccc(F)cc1F,-3,-70,-1,4,-6,-1,.,-2
Fc1cccc(-c2cc(CN3CCN(c4ncccn4)CC3)[nH]n2)c1,-3,-32,-11,-1,-8,-8,-13,-12
CCOc1c(C)cc(S(=O)(=O)Nc2ccc3c(c2)N(C(C)=O)CC3)cc1C,0,3,-7,8,.,1,68*,.
O=C(CN1CCN2CCCC2C1)NCc1ccccc1 (centres undefined),1,7,-4,8,.,-35,-2,.
O=C(NC1CCCCCC1)c1cc(-c2cccnc2)n[nH]1,-1,-18,-11,0,-3,0,-6,-1

Remaining list, next part
SMILES,UCHL1 inh,USP8 inh,OTUD3 block,USP10 block,USP28 block,USP7 block,USP17 inh,USP30 block
Cc1cn[nH]c1C1CCCN(C(=O)CCc2nc3ccccc3[nH]2)C1 (centres undefined),8,9,6,2,5,11,3,8
CN1[C@@H](CCC(=O)NCc2ccc(F)cc2)CNC(=O)[C@@H]2[C@H]1CCN2Cc1ccccn1,-7,-54,-17,-4,-15,-8,-48,-73
O=C(c1ccccc1F)N1CCC(Nc2ncnc3c2CCC3)CC1,-1,-1,-4,1,-6,0,-1,1
O=C(Nc1ccccc1N1CCOCC1)c1ccc(OC(F)(F)F)cc1,0,-29,-3,3,-5,-4,-5,-7
Cc1ccc(CN2CC[C@H]3CO[C@H](CNS(C)(=O)=O)[C@H]3C2)cc1,1,-102,-2,-2,1,-1,-9,-8
CCn1c(CC(=O)Nc2ccc(F)cc2)nnc1SCC(=O)c1ccc(C#N)cc1,-1,5,0,7,-4,5,6,8
CC1(c2ccccc2)NC(=O)N(CC(=O)NCc2ccccc2)C1=O (centres undefined),-6,8,-35,-6,-20,-9,2,-43
Fc1ccccc1-c1nc2c3cnn(-c4ccccc4)c3ncn2n1,4,0,-9,-1,2,8,-6,4
O=C(c1ccccn1)N1CCN2C(=O)N(c3cccnc3)C(=O)C2(Cc2ccccc2)CC1 (centres undefined),-4,-2,0,0,-6,-2,3,-1
Cc1cnc(-c2cc(CC3CCN(Cc4scnc4C)C3)ncn2)[nH]1 (centres undefined),-7,-123,-7,-4,-10,-10,-12,-44

By substructure: the entries above containing a CF3 group (2)
SMILES,UCHL1 inh,USP8 inh,OTUD3 block,USP10 block,USP28 block,USP7 block,USP17 inh,USP30 block
COc1ccc(-c2c(C(F)(F)F)oc3c(CN(C)C)c(O)ccc3c2=O)cc1OC,0,7,-4,1,-10,-12,-2,-7
O=C(Nc1ccccc1N1CCOCC1)c1ccc(OC(F)(F)F)cc1,0,-29,-3,3,-5,-4,-5,-7

(further entries)
SMILES,UCHL1 inh,USP8 inh,OTUD3 block,USP10 block,USP28 block,USP7 block,USP17 inh,USP30 block
Cc1ccc(NC(=O)c2cc(CN3CCOCC3)on2)cc1C,0,-2,6,0,11,-6,0,-2
CCOc1ccccc1-c1noc(CN(Cc2ccccc2)S(=O)(=O)CC)n1,6,3,22,1,19,4,25,24
COC(=O)c1ccc(NC(=O)c2nc(-c3ccccc3)oc2C)cc1,-6,-24,-37,-3,-23,-5,-16,-147
Cc1noc(-c2cccc(=O)n2CC(=O)Nc2ccc(C(C)C)cc2)n1,1,15,4,0,1,4,12,20
Cc1cn2c(=O)cc(COC(=O)COc3ccccc3F)nc2s1,-4,-17,-2,0,-7,0,-8,5
COc1cccc(NC(=O)c2nc(N3CCOCC3)c3c(C)scc3n2)c1,-1,-179,7,-5,2,1,0,-7
Cc1ccc(Sc2ncccc2C(=O)Nc2ccnn2Cc2ccncc2)cc1,-2,-16,-4,0,-8,3,-10,-20
O=C([C@H]1C[C@@H]2CN(S(=O)(=O)C3CC3)C[C@H]1O2)N1CCOCC1,0,-64,11,4,16,4,-4,17
Cc1cc(C(=O)N2CCCCCC2c2cc(C)no2)on1 (centres undefined),2,1,7,0,7,.,13,6
Cn1c(=O)n2nc(-c3ccccc3)nc2c2c(-c3ccccc3)csc21,0,8,-2,-1,1,3,2,2

Carrying on.
SMILES,UCHL1 inh,USP8 inh,OTUD3 block,USP10 block,USP28 block,USP7 block,USP17 inh,USP30 block
CC(=O)NC[C@H]1C[C@]2(C)[C@@H](CCCC[C@]2(C)O)N1C(=O)CCc1cccnc1,0,12,0,0,-3,1,2,9
O=C(Nc1ccccc1)C1COc2ccccc2C1 (centres undefined),-3,0,0,3,7,0,32*,29
O=C1CN(C(=O)COC(=O)c2cccc(F)c2)c2ccccc2N1,4,2,5,1,4,3,3,10
O=S1(=O)[C@@H]2CCNCC[C@@H]2CN1CCc1ccccc1,0,3,7,2,.,2,-1,.
CCN1CCN(CCCNC(=O)c2ccc3c(=O)n(CCc4ccccc4)c(=O)[nH]c3c2)CC1,0,11,10,-3,13,-8,3,32*
CC(C)c1ccc(NC(=O)C2C3C=CC4(O3)C2C(=O)N(CCCN2CCC(Cc3ccccc3)CC2)C4C(=O)NC2CCCCC2)cc1 (centres undefined),3,-10,-4,3,18,-13,0,36*
O=C(NC1CCS(=O)(=O)C1)c1ccnc(Cc2cccc(F)c2)c1 (centres undefined),2,0,8,2,5,2,3,12
Cc1ccccc1CN1C(=O)N(c2ccc(F)cc2)c2ncccc2S1(=O)=O,1,-11,-9,-2,-2,0,-11,-23
COc1ccc(-c2ocnc2C(=O)Nc2ccc(C)c(F)c2)cc1OC,2,6,4,-1,5,4,10,23
CC(C)(C)OC(=O)NCC1CCC(C(=O)Nc2cccnc2)CC1 (centres undefined),2,5,1,1,10,-1,0,11
Cc1ccccc1C(=O)Nc1ccc(Cc2ccc(NC(=O)c3ccccc3C)c(O)c2)cc1O,0,43*,-11,2,15,4,55*,-158
COc1ccc(S(=O)(=O)c2c(C(=O)N3CCC(C)CC3)cnc3ccc(F)cc23)cc1,4,0,17,1,11,6,19,20
CC(=O)Nc1ccc(CN2CCn3c(nc4ccccc43)CC2C)cc1 (centres undefined),0,-12,-8,0,-4,-2,-4,-10
